High-throughput results deposited in PubChem by National Center for Advancing Translational Sciences (NCATS).
SW480 rerep: inducers of DNA re-replication in SW480 colon cancer cells; AID 624297; Potency, µM (doses to about 46.1 µM), for inactives: at the top dose re-replication activation, usual class: activators; 340,000 compounds, 1.8% hits; SW480 DNA re-replication, Hoechst DNA content imaging, 48 h; note: potency is the fitted concentration of half-maximal effect; % of control where 0% means no effect; nearly all actives have a fitted effect of over 55% in size
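Treated cells incubate 48 hr (37 C, 5% CO2), are stained 40 min with Hoechst, and nuclear fluorescence is enumerated; a rise in nuclei with high DNA signal marks re-replication.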
HT1080 IDH1KD tx: kills HT-1080 cells with IDH1 knockdown | 360,000 compounds, 2% hits | AID 686971 | Potency, µM (series often up to 46.1 µM), for the others: top-dose activity, negative = toxicity, most hits filed as cytotoxic | HT-1080 IDH1 knockdown viability, ATP luminescence, 48 h;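 note: potency is the fitted concentration of half-maximal effect; 0% = DMSO wells and -100% = cell-free medium wells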
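In this qHTS, HT-1080 cells depleted of IDH1 are exposed for 48 h at 37 °C to compound titrations. Toxicity is scored from CellTiter-Glo luminescence, with DMSO as full viability and medium alone as none.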
KB-V1 cytotox: kills drug-selected multidrug resistant KB-V1 cells; KB-V1 MDR cells viability, CellTiter-Glo, 72 h; Potency, µM (highest dose often 46.1 µM), inactives show at the highest dose activity change, negative = cytotoxicity, actives largely listed as cytotoxic; 400,000 compounds, 3.4% hits; AID 1347076; note: potency is the fitted concentration of half-maximal effect; % is set by controls: 0 for no effect and ±100 for the full control effect; nearly all actives have a fitted effect of over 60% in size
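Luminescent ATP read-out (CellTiter-Glo, 10 min) measures survival of drug-selected KB-V1 MDR cells after 72 h, 37 degrees C compound exposure. Medium: phenol-red-free DMEM, 10% FBS. Values from fitted concentration-response curves.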
HT1080-NT tox: kills 2HG-producing HT-1080-NT fibrosarcoma cells; HT-1080-NT fibrosarcoma viability, CellTiter-Glo ATP luminescence, 48 h; Potency, µM (top dose mostly 46.1 µM), inactives show at the highest dose activity, negative = less viability, most hits filed as cytotoxic; 360,000 compounds, 1.6% hits; AID 686970;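 note: NT is the 2HG producing partner of a matched IDH1 knockdown line; potency is the fitted concentration of half-maximal effect; 0% = DMSO-treated cells and -100% = media-only wells without cells; nearly all actives have a fitted effect of over 55% in size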
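Compounds were tested in concentration-response format on HT-1080-NT cells for 48 hours at 37 degrees C. Cell viability came from CellTiter-Glo luminescence; curves were classified by r2, response magnitude and activity.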
GLP-1R agonist: activates the human GLP-1 receptor. HEK293 GLP-1R CRE-luciferase, luminescence, 4-6 h; cells express a hypersensitive GLP-1R form. 380,000 compounds, 0.007% hits. AID 624172. Potency, µM (doses to about 45.6 µM), for inactives: top-dose activation, most hits filed as activators. P43220; note: potency is the fitted concentration of half-maximal effect; % of control where 0% means no effect
Target sequence (P43220 whole entry, looked up): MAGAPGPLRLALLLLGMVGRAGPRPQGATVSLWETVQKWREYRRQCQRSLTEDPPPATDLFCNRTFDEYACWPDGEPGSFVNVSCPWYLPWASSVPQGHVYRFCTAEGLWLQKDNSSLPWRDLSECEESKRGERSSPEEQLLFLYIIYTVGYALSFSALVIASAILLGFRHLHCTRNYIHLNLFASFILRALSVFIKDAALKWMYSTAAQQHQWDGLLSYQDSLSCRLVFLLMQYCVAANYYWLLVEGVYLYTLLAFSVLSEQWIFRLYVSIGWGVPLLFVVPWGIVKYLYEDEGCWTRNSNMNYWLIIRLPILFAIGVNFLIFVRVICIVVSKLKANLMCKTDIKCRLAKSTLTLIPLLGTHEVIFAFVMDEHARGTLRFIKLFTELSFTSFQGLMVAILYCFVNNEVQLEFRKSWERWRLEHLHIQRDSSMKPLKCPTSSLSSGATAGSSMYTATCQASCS
DRD3 antagonist: antagonists of human D3 dopamine receptor; P35462; D3R cells, DiscoveRx beta-arrestin luminescence, antagonist mode; hits give low values; max response, negative = inhibition, %; 360,000 compounds, 2.5% hits; AID 652054; in the data active = max response below about -50%; inconclusive = no clear call, values can overlap the other calls; note: % is set by controls: 0 for no effect and ±100 for the full control effect; mostly tested at two doses, the higher about 12 µM
Target sequence (P35462 whole entry, looked up): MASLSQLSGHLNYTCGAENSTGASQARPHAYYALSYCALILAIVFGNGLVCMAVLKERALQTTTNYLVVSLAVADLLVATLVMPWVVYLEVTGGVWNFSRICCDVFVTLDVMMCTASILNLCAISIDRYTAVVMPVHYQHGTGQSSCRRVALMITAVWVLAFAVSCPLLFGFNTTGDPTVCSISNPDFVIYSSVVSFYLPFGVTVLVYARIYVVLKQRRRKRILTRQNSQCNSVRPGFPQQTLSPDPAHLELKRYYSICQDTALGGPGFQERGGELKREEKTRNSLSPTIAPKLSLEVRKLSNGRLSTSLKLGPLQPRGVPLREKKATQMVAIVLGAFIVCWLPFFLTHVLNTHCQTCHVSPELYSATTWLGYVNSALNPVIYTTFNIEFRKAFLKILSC
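Cells plated overnight at 1500 cells/well, then exposed to library compounds with dopamine controls for 90 minutes at 37 degrees C. DiscoveRx reagent added for 30–60 minutes at room temperature; luminescence read, quantitative HTS format.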
KB-3-1 cytotox: KB-3-1 parental cell cytotoxicity. KB-3-1 viability, CellTiter-Glo ATP luminescence, 72 h. Potency, µM (series often up to 46.1 µM), for the others: at the top dose activity change, negative = cytotoxic, hits mostly cytotoxic. 400,000 compounds, 1.4% hits. AID 1347075; note: potency is the fitted concentration of half-maximal effect; % is set by controls: 0 for no effect and ±100 for the full control effect; nearly all actives have a fitted effect of over 60% in size
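Parental KB-3-1 viability, qHTS format: 72 h compound exposure, 37 °C; CellTiter-Glo; media-only wells and DMSO plates as controls; concentration-effect fits on corrected data.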
IL1B secr inh: inflammasome signaling inhibition, IL-1 beta readout. activity change, % at 57.5 µM. 360,000 compounds, 4.7% hits. THP-1 LPS/ATP IL-1B secretion, AlphaLISA, 16 h; hits give low values; in the data active = activity change below about -50%; inconclusive = mostly about -30% to -49%; note: % is set by controls: 0 for no effect and ±100 for the full control effect
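Secreted IL-1B measured by AlphaLISA bead assay after 16 h compound exposure of THP-1 cells; compounds (final up to 57.5 uM) added 1 h before LPS (250 ng/mL) and ATP (1.25 mM) stimulation; lower signal means less secretion.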
DRD3 agonist: D3 dopamine receptor (human) agonism. P35462. D3R DiscoveRx beta-arrestin cells, luminescence, 90 min. max activation, %. 410,000 compounds, 0.58% hits. AID 652048; in the data active = max activation above about 30%; note: 0% is about no effect; mostly tested at two doses, the higher about 12 µM
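Agonist-mode cell screen: cells plated at 1500/well and incubated overnight at 37 °C, then exposed to library compounds for 90 min at 37 °C. Detection reagent was added for 30–60 min at room temperature, and luminescence was read.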
An asterisk follows results filed as active; ? = inconclusive; . = no result given; [ ] = remark or other dose. Unless noted, calls come from the whole dose curve; as a rule, active = well fitted curve in the direction sought with a large enough effect; inconclusive = small, poorly fitted or top-dose-only effect, or another doubt; inactive = no such curve, though single readings can be large; an effect the other way counts as inactive or inconclusive. The order is random; about 12% have a hit in one of these screens.

Molecule	SW480 rerep	HT1080 IDH1KD tx	KB-V1 cytotox	HT1080-NT tox	GLP-1R agonist	DRD3 antagonist	KB-3-1 cytotox	IL1B secr inh	DRD3 agonist
Cc1ccc(-n2cc(-c3ccccc3)c3c(N4CCN(C)CC4)ncnc32)cc1	-3.5%	0.8%	1.5%	-16.3%	7.2%	1.9	6.8%	0.0	-6.4
Cn1c(SCC(=O)Nc2cc(S(=O)(=O)N3CCOCC3)ccc2N2CCOCC2)nnc1-c1ccncc1	-1.0%	2.1%	2.1%	-3.3%	5.2%	9.8	23.0%	-6.3	9.7
COc1cc2c(cc1OC)C1=CC(=O)C(=O)N1C(C)(C)C2	?	-6.8%	-0.1%	-9.6%	?	-8.2	-11.6%	-19.3	-3.7
O=C(/C=C/c1ccccc1)OCc1cncs1	-11.5%	?	9.3%	23.7%	26.6%	5.4	2.0%	-7.5	14.9
O=C1C=C(NCc2ccccc2)CCC1	-6.0%	1.4%	-5.4%	7.7%	-0.4%	10.9	7.7%	0.1	9.9
O=[N+]([O-])c1ccccc1/C=C/C=N/n1c(-c2cc(-c3ccccc3)n[nH]2)n[nH]c1=S	-112.5%[inhibitor]	-18.0%	5.1%	-10.1%	6.7%	?	1.0%	27.4	-6.4
Cc1cccc(-n2cccc2)c1C#N	-9.3%	8.5%	11.1%	4.0%	-9.9%	20.2	2.1%	5.9	-1.4
CCCn1nnc(NC(=O)c2ccccc2Cl)n1	-3.5%	-1.1%	-9.2%	-1.8%	-4.6%	-11.6	8.5%	-0.3	-15.7
COCCCNC(=O)CSc1nc2ccccc2c(=O)n1CCc1ccc(S(N)(=O)=O)cc1	-11.3%	6.7%	48.5%	16.9%	-1.5%	13.7	0.0%	-18.5	4.7
Cc1ccc(S(=O)(=O)Nc2ccc(C(=O)N3CCOCC3)cc2)cc1	-14.1%	5.2%	-7.8%	-7.6%	-1.2%	-2.8	-2.3%	19.5	7.7
Cc1ccc2c(c1)N(C(=O)CCC(=O)N1CCN(c3ccccn3)CC1)CCO2	-2.6%	12.3%	-14.9%	13.5%	4.4%	-3.0	0.1%	-11.0	-0.8
CC1Cc2cc(S(=O)(=O)CCC(=O)N3CCN(c4ccccc4)CC3)ccc2N1C(=O)C1CC1 (configuration not stated)	-1.3%	-10.6%	?	-12.6%	-5.6%	5.5	-40.2%	-7.3	1.4
CCc1nccn1CCC(=O)NC1CC(C)(C)Cc2c1cnn2-c1ccc(OC)cc1 (configuration not stated)	-6.0%	-1.9%	?	-7.6%	1.1%	-22.6	4.8%	0.0	-1.5
Cc1ccc(OCC(=O)NNC(=O)[C@@H]2CCCC[C@@H]2C(=O)O)c(Br)c1	-1.2%	1.5%	?	4.5%	-4.0%	20.4	3.0%	9.4	3.7
CCc1ccc(C(=O)OCC(=O)N(CCOC)c2c(N)n(Cc3ccccc3)c(=O)[nH]c2=O)cc1	-3.5%	6.8%	12.6%	0.8%	0.1%	15.1	1.7%	5.7	3.8
CCOC(=O)C1=CCC2c3c(c4ccccc4n3C)C(=O)C1N2C(=O)OC(C)(C)C (configuration not stated)	22.3%	-1.5%	-24.7%	-13.7%	-1.6%	?	-9.2%	-24.6	-6.2
O=S1(=O)N=C(Nc2ccc(N3CCOCC3)cc2)c2ccccc21	-8.7%	11.9%	10.0%	6.8%	-6.0%	8.4	1.7%	5.8	6.0
CCOc1cc(/C=C2\N=C(C)OC2=O)cc(Cl)c1OCC(=O)OC	?	19.2%	24.4%	19.1%	-0.2%	-1.6	4.2%	-10.3	-2.3
CC(=O)Nc1cccc(NC(=O)c2cc(-c3ccccn3)nc3ccc(Cl)cc23)c1	-0.9%	-3.0%	2.1%	-2.1%	-15.5%	14.0	-5.7%	16.4	2.6
O=S(=O)(c1cc(Cl)ccc1Cl)n1cccn1	-1.2%	0.8%	7.3%	-1.5%	2.7%	10.3	11.8%	-10.2	0.1
CCN(CC)S(=O)(=O)c1ccc(-c2nnc(SCC(=O)Nc3cc(OC)cc(OC)c3)o2)cc1	1.0%	-9.6%	11.8%	3.7%	-2.5%	12.3	9.2%	19.4	1.9
CSCCC1NC2(C(=O)Nc3c2ccc(Cl)c3C)[C@@H]2C(=O)N(C3CCCC3)C(=O)[C@H]12 (some centres not stated)	?	-3.0%	4.11µM*	5.7%	-1.3%	-18.2	?	?	4.3
O=C(NCCc1ccccc1Cl)c1ccc2nc3ccccc3c(=O)n2c1	22.6%	0.8%	-5.3%	3.8%	0.4%	46.4	?	-18.7	3.7
CC1CCCC(C)N1C(=S)NCc1ccco1 (configuration not stated)	-4.2%	2.8%	-3.4%	-6.0%	-0.4%	-18.0	0.0%	-3.3	-3.6
COCCn1c(SCC(=O)NCc2cccs2)nnc1-c1ccc(OC)cc1	-5.3%	18.8%	-3.7%	-1.0%	0.2%	16.1	-4.3%	5.2	4.8
O=C(Nc1ccc([N+](=O)[O-])cc1Cl)c1cccc([N+](=O)[O-])c1	.	8.4%	9.7%	15.4%	7.3%	21.7	0.5%	-25.5	3.8
Cc1onc(-c2ccccc2Cl)c1C(=O)OCN1C(=O)c2ccccc2C1=O	-5.2%	8.3%	?	6.1%	-22.2%	0.0	8.6%	25.0	0.6
O=C(CCN1CCc2ccccc2C1)Nc1ccccc1	-0.8%	-2.1%	0.0%	-10.1%	9.9%	-73.2*	0.7%	-19.1	-10.8
C#CCNC(=O)C1=C[C@@H](c2ccc(Br)cc2)[C@H](CCCO)[C@@H](OCC)O1	0.7%	-2.4%	-9.9%	-5.6%	18.6%	23.9	8.7%	17.2	-3.1
Cc1ccc([C@H]2N[C@]3(CCCN(CC4CCCCC4)C3=O)[C@H]3C(=O)N(Cc4ccccc4)C(=O)[C@@H]23)cc1	.	4.9%	?	-2.3%	-5.7%	0.7	21.8%	-9.3	-3.0
CC(O)c1nc2ccccc2n1CC(=O)Nc1ccc(F)cc1Cl (configuration not stated)	4.5%	-12.2%	?	4.7%	2.0%	-22.8	-6.7%	0.0	-5.8
Nc1nnc(SCC(=O)OCC(=O)NC2CCCCC2)s1	-7.9%	13.7%	?	1.5%	-4.6%	-4.3	-0.3%	-4.3	-3.1
O=C1[C@H]2[C@@H](c3ccc(Cl)cc3)N3C(=O)N(c4cccc(F)c4)C(=O)[C@@]3(Cc3ccccc3)[C@H]2C(=O)N1C1CCCCC1	-3.8%	-1.8%	-2.2%	-5.1%	-4.1%	-0.6	-17.0%	-4.9	-11.8
N/C(Cc1ccc(Cl)cc1Cl)=N\OC(=O)c1ccccc1	7.1%	4.7%	0.0%	1.5%	?	3.0	-1.8%	-19.9	0.4
COc1ccc(-c2cc(NC=O)c3ncc(-c4cccc(OC)c4)n3c2)cc1	.	9.2µM*	7.31µM*	?	12.6%	0.0	6.51µM*	89.2	-3.6
CC(C)(C)c1ccc(C(=O)N2CCC2(C)C(=O)NCc2cccs2)cc1 (configuration not stated)	.	?	-7.5%	?	-1.7%	15.7	-0.7%	0.0	2.0
Cc1ccc(S(=O)(=O)N2CCN(Cc3cc(=O)n4ccccc4n3)CC2)c(C)c1	-8.7%	-1.5%	-53.5%	-5.1%	0.0%	-14.7	-3.9%	45.1	-16.7
O=C(c1cc(C2CC2)nc2ccccc12)N1N=C(C(F)F)CC1(O)C(F)F (configuration not stated)	24.0%	-0.7%	?	-0.5%	10.7%	21.8	0.8%	13.2	1.0
O=C(/C=C/c1ccc2ccccc2n1)c1cc(Br)ccc1O	4.9%	2.2%	11.9%	-11.8%	-3.5%	-1.3	18.2%	44.3	-1.6
CCOC(=O)c1cnc2ccc(C(=O)OC)cc2c1NCCCN1CCOCC1	8.0%	12.5%	-25.5%	-0.8%	1.5%	15.5	5.0%	-59.9*	-2.8
CCOC(=O)C1=C(O)CSC1=Nc1ccc(C)cc1	0.4%	1.5%	-3.8%	-1.0%	6.7%	-5.4	-3.4%	0.0	4.9
COc1ccc(NC(=O)COC(=O)c2ccc(C)c(S(=O)(=O)N3CCCCC3)c2)cc1	4.6%	0.7%	-15.5%	-4.0%[9.24 µM]	0.4%	-17.3	?	0.0	1.8
C[C@@H]1CCCCO[C@@H](CN(C)C(=O)CCC(F)(F)F)[C@@H](C)CN([C@H](C)CO)C(=O)c2cc(N(C)C)ccc2O1	.	5.6%	-4.2%	6.1%	-3.7%	14.0	-0.7%	-18.9	5.7
CN(C)C(=O)c1ccc(NC(=O)COC(=O)C2CCN(S(=O)(=O)c3ccc4c(c3)OCCO4)CC2)cc1	-7.1%	4.8%	-5.7%	4.4%	6.1%	?	-2.5%	9.3	1.7
C#CCOCCOCCOCCNc1nc(N2CCN(C(=O)Cn3cc(CCCCN)nn3)CC2)nc(N2CCN(C(=O)[C@H](C)n3cc(CCC(=O)O)nn3)CC2)n1	-4.1%	-1.6%	0.9%	0.3%	-2.4%	51.7	?	-4.2	-4.0
CN1CCN(C(=O)c2ccc3c(c2)NC(=O)/C(=C/c2ccccc2)S3)CC1	?	?	-19.4%	?	6.8%	-21.2	?	-21.4	-8.7
CC(C)CC(=O)NC(=S)Nc1nc(-c2ccc(Cl)cc2)cs1	-21.1%	-2.2%	-11.9%	-7.4%	-7.3%	-13.9	-8.1%	2.8	-1.5
